iPSC survival up: hiPSC single-cell survival enhancement; ATPlite luminescence; 100% = ROCK inhibitor wells, 0% = DMSO; survival enhancement, % at 20 µM; actives 0.044% (n = 360,000); AID 602274; in the data active = survival enhancement above about 18%;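 note: cells exposed to compounds for 16 hours before the ATP read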
CaV13 ICDI inh: Primary screen for inhibitors of IQ motif and Ca2+-dependent inactivation inhibitor domain binding in CACNA1D, Förster resonance energy transfer in living cells, …. HEK cells, CFP/YFP FRET ICDI-IQ, plate reader, 10 min; percent FRET-ratio fall versus neutral wells. inhibition, % at 12.3 µM. actives 0.098% (n = 340,000). AID 743397;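 active = mean replicate inhibition of at least 30% and at least 1% of replicates passing that level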;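 note: 0% = median of the neutral control wells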
aDG glyco act: alpha-DG glycosylation activation | activation, % at 10 µM | actives 0.22% (n = 360,000) | Pro5-aDG cells, alpha-DG glycosylation AlphaScreen (IIH6); 0% Pro5, 100% B10-LARGE cell signal;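 active = activation of at least 8% versus controls, or a plate z-score of at least 8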;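 note: Pro5 are CHO cells carrying HIG-tagged alpha-DG that lacks glycosylation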
NR2E3 ag-1: agonists of human NR2E3 nuclear receptor; actives 0.35% (n = 360,000); CHO-S Gal4-NCOR/VP16-NR2E3 two-hybrid, luciferase; AID 602229; inhibition of corepressor binding, % at 3.98 µM; Q9Y5X4;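 active = inhibition above the mean of all tested compounds plus 3 SD, cut at about 70% in these data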;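 note: 0% = DMSO with NR2E3 transfected cells and 100% = cells lacking NR2E3 construct; higher means lower luciferase signal from less NR2E3 corepressor binding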
Target sequence (Q9Y5X4 whole entry, looked up, the tested form may be a part): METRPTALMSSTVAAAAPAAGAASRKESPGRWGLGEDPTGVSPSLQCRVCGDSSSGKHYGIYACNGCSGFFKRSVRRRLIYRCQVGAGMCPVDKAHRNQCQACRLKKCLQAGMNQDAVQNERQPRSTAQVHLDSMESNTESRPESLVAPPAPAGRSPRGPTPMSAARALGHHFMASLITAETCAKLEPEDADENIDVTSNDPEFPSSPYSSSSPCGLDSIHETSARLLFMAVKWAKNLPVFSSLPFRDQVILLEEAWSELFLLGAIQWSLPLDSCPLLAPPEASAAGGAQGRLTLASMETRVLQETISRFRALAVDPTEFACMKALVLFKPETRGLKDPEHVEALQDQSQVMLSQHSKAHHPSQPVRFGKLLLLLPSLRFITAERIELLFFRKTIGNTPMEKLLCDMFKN
NR2E3 ag-2: activates human photoreceptor nuclear receptor NR2E3; Q9Y5X4; GST-NR2E3/biotin-RetCOR TR-FRET, 1536-well; inhibition of corepressor binding, % at 4.78 µM; actives 0.12% (n = 320,000); AID 2300;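 active = percent inhibition above the cutoff of mean plus 3 SD of all tested compounds, set per screening campaign, cut at about 20% in these data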;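 note: 0% = DMSO wells and 100% = biotin wells as full block of FRET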
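system = GST-tagged NR2E3 plus biotinylated RetCOR corepressor | input = 1.35 nM GST-NR2E3 | also added = 7 nM biotin-RetCOR | schedule = 5 h incubation at 4 °C | measured by = TR-FRET with europium anti-GST and streptavidin-D2, 340 nm excitation | read-out = percent loss of FRET ratio relative to control wells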
Exocytosis inh: lytic granule exocytosis inhibition; TALL-104 LAMP-1 surface exposure, flow cytometry; cells stimulated with thapsigargin and PMA; inhibition, % at 10 µM; actives 0.66% (n = 360,000);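 active = inhibition above about 55%, limit read from the data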
TRPM1 prom inh: reduces MITF-dependent TRPM1 promoter luciferase signal. SK-MEL-5 TRPM1 promoter luciferase, 24 h. inhibition, % at 12.5 µM. actives 0.83% (n = 330,000). AID 488899;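 active = mean inhibition across replicates of 60% or more, whatever share of single replicates reaches that level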; note: values of inactives mirror those of a sister screen read the other way
HIF-2a block: HIF-2a inhibition. 786-0 RCC cells HIF-2a reporter, luciferase luminescence, overnight. inhibition, % at 18.8 µM. actives 0.72% (n = 360,000). AID 624352;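 active = inhibition of the luminescence signal of 40% or more relative to plate controls, in a single-dose primary screen at 18.75 µM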
PDI turbidity: PDI (human) enzyme inhibition | actives 0.052% (n = 350,000) | AID 588391 | inhibition, % at 10 µM | PDI insulin aggregation turbidity, A650, 90 min;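 active = mean inhibition across replicates of 30% or more, whatever share of single replicates reach that level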;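 note: absorbance from insulin aggregation driven by PDI reduction with DTT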
Target sequence (P07237 whole entry, looked up): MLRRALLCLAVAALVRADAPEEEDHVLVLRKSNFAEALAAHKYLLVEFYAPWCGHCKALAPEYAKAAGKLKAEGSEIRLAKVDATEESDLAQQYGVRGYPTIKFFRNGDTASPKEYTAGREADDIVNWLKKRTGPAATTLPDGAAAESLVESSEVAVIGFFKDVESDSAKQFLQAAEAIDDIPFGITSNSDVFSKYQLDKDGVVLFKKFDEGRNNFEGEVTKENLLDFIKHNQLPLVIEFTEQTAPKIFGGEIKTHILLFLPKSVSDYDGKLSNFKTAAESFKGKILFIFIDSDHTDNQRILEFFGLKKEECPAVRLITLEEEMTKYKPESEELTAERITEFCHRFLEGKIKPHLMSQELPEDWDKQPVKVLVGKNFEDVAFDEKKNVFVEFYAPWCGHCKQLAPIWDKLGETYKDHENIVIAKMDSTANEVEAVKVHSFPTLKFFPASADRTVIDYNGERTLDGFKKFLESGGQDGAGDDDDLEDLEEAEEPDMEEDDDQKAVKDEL
Vif inh: blocks HIV Vif function | HEK293T cells, Vif self-association by quenched fluorescence, imaging, 24 h | inhibition, % at 7.49 µM | actives 0.35% (n = 340,000) | AID 602346; in the data active = inhibition above about 50%, passing the limit was not always enough; note: some results filed as inactive read as strong as hits
Peg3 prom inh: reduces Peg3 promoter-driven luciferase expression in HeLa; HeLa PEG-Prom luciferase reporter, luminescence, overnight; inhibition, % at 20 µM; actives 1.7% (n = 360,000); AID 588405;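 active = inhibition of at least 50% at 20 µM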
* = called active by the depositor; x = not tested or not shown.

Every second line gives: TRPM1 prom inh | Vif inh | aDG glyco act | iPSC survival up | Peg3 prom inh | CaV13 ICDI inh | NR2E3 ag-1 | NR2E3 ag-2 | PDI turbidity | HIF-2a block | Exocytosis inh
> O=C(Nc1ccc(Cl)cc1)N1CCOC12CCC1(CC2)OCCO1
 : -1.1 | -7.3 | 0.0 | 0.5 | -40.1 | -3.1 | 15.5 | 0.7 | -1.1 | -17.1 | -2.3
> O=C(C1CCCN(S(=O)(=O)c2cccc3nsnc23)C1)N1CCc2ccccc2C1 (configuration not stated)
 : 15.9 | x | 0.0 | -2.2 | 14.2 | x | -4.1 | -3.0 | 6.1 | 2.7 | -0.5
> Cc1[nH]n(-c2nc(-c3ccccc3F)cc(=O)[nH]2)c(=O)c1CCO
 : 7.0 | 3.6 | -0.1 | 1.0 | 7.3 | -5.8 | -20.2 | -3.7 | -0.6 | 12.3 | 1.2
> Nc1ccccc1-c1nc2ccncc2[nH]1
 : x | 3.3 | 0.1 | 2.6 | -175.6 | -5.5 | -71.3 | x | -44.5 | -178.9 | -1.9
> CCCOC(=O)Nc1c(C)cccc1C(C)C
 : -16.1 | 0.0 | -0.1 | -0.5 | 1.3 | -4.1 | -13.9 | 5.1 | -10.3 | 7.7 | -1.2
> CCCCc1cc(=O)oc2cc(OC(C)C(=O)NCC3CCC(C(=O)O)CC3)c(Cl)cc12 (configuration not stated)
 : 1.0 | 10.8 | -0.2 | -1.0 | -0.7 | x | -31.8 | 2.0 | x | 10.8 | -0.2
> CCc1ccccc1NC(=S)N(Cc1ccc(OC)cc1)CC1CCC(C(=O)O)CC1 (configuration not stated)
 : -3.9 | -8.7 | 0.3 | -0.5 | -1.9 | -2.6 | 19.1 | 2.9 | -0.3 | 6.6 | -2.1
> Cc1ccc(Cl)cc1NCN1C(=O)c2ccccc2C1=O
 : x | 0.9 | 0.5 | -1.1 | 10.3 | -11.4 | -10.6 | x | 0.2 | 9.5 | 2.1
> O=S(=O)(c1ccccc1)N1CCN(c2nc(-c3cccnc3)nc3ccccc23)CC1
 : -18.4 | -7.6 | -0.4 | 3.2 | 33.7 | -4.8 | 22.9 | x | -7.2 | -15.0 | 6.5
> COc1cc(/C=C/C(=O)O)cc(S(=O)(=O)NCc2ccc3c(c2)OCO3)c1OC
 : -6.8 | 0.9 | 0.1 | 3.9 | -8.9 | -5.0 | 0.0 | 1.3 | -5.6 | 8.6 | -0.5
> CN(C[C@H](Cc1ccccc1)N(CCN(CCc1ccccc1)N=O)N=O)N=O
 : -6.5 | -1.6 | 0.6 | -0.6 | 1.1 | -9.3 | -15.6 | 2.2 | -2.5 | 7.3 | -3.2
> Cc1nc(SCCc2nc3ccccc3[nH]2)c2oc3ccccc3c2n1
 : -4.8 | 11.9 | 0.4 | -0.2 | -6.6 | -10.2 | 12.1 | x | -5.6 | -7.6 | 11.9
> Cc1ccc(/C=C/C(=O)NCc2cccs2)cc1
 : -40.5 | 0.1 | 0.0 | 1.6 | -241.3 | -4.3 | -96.2 | -0.4 | -11.3 | -215.8 | 3.6
> CCSc1nnc(NC(=O)C2CCN(S(=O)(=O)c3cc(C(F)(F)F)ccc3Cl)CC2)s1
 : 12.5 | -4.8 | 0.4 | 0.2 | 4.5 | -5.1 | 5.7 | 0.7 | -3.2 | 7.6 | 3.0
> O=C(COc1ccc2ccccc2c1)NNC(=O)[C@@H]1CCCC[C@@H]1C(=O)O
 : -8.1 | 4.8 | -0.1 | 2.2 | -2.8 | x | -6.5 | 2.2 | -3.9 | -1.4 | 1.5
> COc1ccc(NC(=O)Cn2c(=O)c(C)nc3ccccc32)cc1Cl
 : -14.2 | -2.8 | 0.2 | -0.2 | 3.6 | 6.0 | -3.6 | 0.1 | 11.5 | 1.3 | -2.4
> Cc1ccc2c(c1)C(=O)C(=O)N2CCCOc1ccccc1
 : -34.6 | 11.4 | 0.8 | -0.7 | -47.3 | -15.3 | -9.4 | -4.0 | 0.1 | -72.3 | 11.6
> COc1cccc(NC(=O)Nc2nnc(-c3ccccc3SCc3ccccc3)s2)c1
 : 14.3 | -3.1 | 0.0 | 2.2 | 4.2 | -0.1 | -26.3 | -2.5 | -5.5 | -4.4 | 4.8
> O=C(c1nc2nc(-c3ccccc3)cc(C(F)(F)F)n2n1)N1CCOCC1
 : -3.1 | -1.9 | -0.2 | -1.8 | 5.2 | -8.6 | 17.3 | 1.0 | 4.0 | 13.7 | 1.7
> COc1cc2[nH]cc(C(=O)NCc3cccs3)c(=O)c2cc1OC
 : -2.2 | -8.0 | -0.4 | -2.8 | 0.3 | -9.6 | 0.7 | 2.3 | -1.2 | -28.3 | -3.2
> c1ccc2c(c1)oc1c(-c3ccc4nccn4c3)cccc12
 : x | -1.7 | 0.7 | 3.9 | -70.2 | -4.7 | -33.0 | x | -74.9 | -130.8 | -4.1
> COCCN(C(=O)COC(=O)c1cccnc1Cl)c1c(N)n(Cc2ccccc2)c(=O)[nH]c1=O
 : 0.8 | -6.5 | 0.1 | 0.5 | 8.2 | -5.3 | 0.0 | -1.3 | 3.8 | 2.2 | -4.7
> CC(=O)c1ccc(-c2ccc(C(=O)N3CCCc4ccccc43)o2)cc1
 : -39.2 | 6.7 | 0.3 | 0.1 | -97.6 | -4.5 | -58.6 | -0.5 | -9.0 | -181.1 | -3.0
> C/C(=N\NC(=O)c1nnn(-c2nonc2N)c1C)c1ccc(OCc2ccccc2)cc1
 : -79.1 | -3.8 | -0.1 | -0.6 | -115.8 | -7.0 | -30.5 | -1.9 | -3.2 | -149.8 | -4.5
> CCCN1CCN(C2CCCCC2NS(=O)(=O)c2ccc(Cl)cc2)CC1 (configuration not stated)
 : -8.7 | -2.7 | -0.1 | -0.4 | -16.9 | x | 11.2 | -0.6 | -0.8 | 4.5 | -0.6
> CC1CCC2(CC1)NC(=O)N(CC(=O)N(Cc1ccccc1)C(C)(C)C)C2=O (configuration not stated)
 : 1.2 | 9.4 | 0.3 | -0.2 | 2.9 | -8.1 | -18.8 | 2.9 | 5.1 | 12.7 | -3.1
> COc1ccc(CCNC(=O)Cc2cc(=O)[nH]c(=O)[nH]2)cc1OC
 : x | 21.0 | 0.7 | -1.1 | -0.1 | -10.1 | 12.1 | 2.6 | x | -1.5 | 13.9
> Cc1ccc(CNC(=O)CSc2nc3ccccc3c(=O)n2CCCO)cc1
 : 0.3 | -0.3 | 0.0 | -2.1 | 12.1 | x | 2.5 | 0.4 | -23.8 | 12.1 | 0.8
> Cn1c(=O)c2c(nc(CCc3ccccc3)n2C)n(C)c1=O
 : 2.7 | 1.7 | -0.1 | 5.5 | -1.1 | -5.1 | -22.9 | x | 5.0 | -2.9 | -4.1
> Cn1nc(-c2ccc(Cl)cc2)cc1NC(=O)CC(C)(C)CC(=O)O
 : x | -3.5 | -0.1 | -0.2 | -12.5 | 0.4 | -14.4 | -6.1 | -3.1 | -12.7 | -3.3
> CCCc1cc(=O)[nH]c2nnc(SCC(=O)Nc3ccc4c(c3)OCCO4)n12
 : -4.1 | 6.4 | -0.3 | -0.1 | 10.0 | -6.5 | 18.9 | 0.9 | 10.5 | -1.0 | -2.6
> Cc1ccc(-n2nc3c(=O)n(C(C)C(=O)NCCC4=CCCCC4)nc(C)c3c2C)cc1 (configuration not stated)
 : 22.6 | -4.7 | 1.0 | -0.3 | 27.3 | -7.6 | 51.3 | -1.6 | -8.2 | 20.6 | 5.0
> Cc1nn(CCc2nn[nH]n2)c2nc(-c3ccc(Br)cc3)cc(C(F)(F)F)c12
 : 0.3 | -3.7 | 0.0 | -0.3 | 47.4 | -2.4 | 3.9 | 25.3* | -6.7 | 24.3 | 37.3
> Cc1ccc(C)c(Sc2ccc(NC(=O)CCN3C(=O)NC4(CCCC4)C3=O)cc2)c1
 : 7.8 | 0.8 | 0.3 | 1.1 | 38.9 | -2.3 | -13.7 | 3.5 | -1.4 | 3.8 | -3.5
> Cc1ccc(S(=O)(=O)N(C)C)cc1NC(=O)c1ccccc1Br
 : 6.7 | -0.6 | -0.4 | 0.9 | 6.8 | -4.5 | 11.6 | -1.8 | -5.4 | 9.6 | 4.5
> O=C(NC(=S)N1CCOCC1)C12CC3CCC(CC(C3)C1)C2
 : 9.3 | 5.8 | 0.0 | -1.2 | -2.0 | -7.6 | -19.6 | 0.7 | 11.8 | 17.5 | -14.4
> Cc1cc(-c2cc(C(=O)NC3CCCC3)on2)nc(NC2CCCC2)n1
 : -4.2 | 1.4 | 0.2 | 3.8 | 16.4 | -4.8 | -7.4 | 1.1 | 1.5 | 19.5 | -1.6
> COc1ccc(OC)c(C2C(C#N)=C(N)Oc3c2c(C)nn3-c2cccc(Cl)c2)c1 (configuration not stated)
 : 9.2 | -22.9 | 0.1 | -2.6 | 18.3 | -8.5 | -22.3 | 1.9 | -0.7 | 6.7 | 1.2
> C#CCOCCOCCOCCNc1nc(N2CCN(C(=O)Cn3cc(CC(C)O)nn3)CC2)nc(N2CCN(C(=O)Cn3cc(CC(C)O)nn3)CC2)n1 (configuration not stated)
 : 9.0 | 1.6 | -0.2 | -1.5 | -6.3 | -10.5 | -24.0 | -3.8 | 1.1 | 10.9 | -3.1
> O=C(COc1ccc(S(=O)(=O)N2CCCCC2)cc1)NCc1ccncc1
 : 10.8 | 7.9 | 0.2 | 1.5 | 6.8 | x | -14.8 | 3.4 | 5.8 | 15.8 | -1.1
> COC(=O)c1oc2ccccc2c1NC(=O)/C=C/C(=O)O
 : 2.0 | 4.8 | -0.2 | 0.0 | 1.5 | -1.7 | -6.9 | -4.0 | -0.1 | 7.5 | -2.9
> Cc1ccc(-c2nc3cc(C)ccc3o2)cc1
 : 42.7 | 5.0 | -0.1 | -3.7 | -155.9 | x | -95.3 | 0.8 | -2.0 | -69.2 | 1.3
> O=C(CSc1nc2c(cnn2-c2cccc(Cl)c2)c(=O)[nH]1)NCCC1=CCCCC1
 : 4.8 | 0.0 | 0.0 | 0.3 | 9.9 | -4.3 | -1.6 | 3.0 | -5.4 | -4.2 | 1.4
> CC(NC(=O)C1CCN(S(=O)(=O)c2ccc3nc4c(c(C(=O)O)c3c2)CCCC4)CC1)c1ccccc1 (configuration not stated)
 : 3.3 | -4.0 | -0.2 | -0.5 | -13.7 | -2.7 | 20.4 | 2.5 | 0.8 | 3.5 | -5.7
> CC1CCC/C(=N/Nc2ccc([N+](=O)[O-])cc2[N+](=O)[O-])C1 (configuration not stated)
 : 9.2 | 4.7 | -0.4 | -0.5 | -24.9 | x | -2.8 | 0.6 | 8.1 | -14.9 | -1.1
> O=C(NCc1ccccc1F)c1ccc2c(c1)OCCO2
 : -15.3 | 8.1 | -0.2 | 0.1 | -92.2 | -18.6 | -64.2 | 1.8 | 3.2 | -135.9 | 7.8
> CCCc1nc2cc(CC(=O)OC)ccc2o1
 : -8.0 | -4.4 | -0.4 | 0.0 | -12.1 | -5.4 | -1.7 | 5.7 | 1.0 | 1.7 | -5.1
